SMN2 splice enh – increases expression of the SMN2 splice variant. AID 1458. hit rate 2.8% among 210,000. HEK293 SMN2-luciferase splicing reporter, luminescence, 30-36 h. Potency, µM (highest dose often 46.1 µM), for the others: at the top dose activity change, positive = activation, most hits filed as activators; further: % of control where 0% means no effect; nearly all actives have a fitted effect of over 55% in size
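HEK293 cells carry an SMN2 minigene-luciferase reporter in which exon 7 inclusion puts luciferase in frame. Cells were seeded at 2000 cells/well, attached for 10-12 hours, then exposed to compounds for 30-36 hours at 37C before ONE-Glo luminescence.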
RGS12 GoLoco inh – inhibitors of human Gai1-RGS12 GoLoco interaction (red fluorophore) | P63096 | Gai1:RGS12 GoLoco peptide FP, rhodamine, 10 min | Potency, µM (series often up to 61.6 µM), without a hit: top-dose activity, negative = inhibition, usual class: inhibitors | hit rate 0.44% among 230,000 | AID 880; active means well fitted inhibition curve with a large enough effect, not every such curve was filed as active; inactive means no such curve, though single readings can be large or run the other way; further: on the % scale 0 is the no-effect control and ±100 the full control effect; nearly all actives have a fitted effect of over 30% in size; many of its hits are not listed in these tables
Target sequence (P63096 whole entry, looked up): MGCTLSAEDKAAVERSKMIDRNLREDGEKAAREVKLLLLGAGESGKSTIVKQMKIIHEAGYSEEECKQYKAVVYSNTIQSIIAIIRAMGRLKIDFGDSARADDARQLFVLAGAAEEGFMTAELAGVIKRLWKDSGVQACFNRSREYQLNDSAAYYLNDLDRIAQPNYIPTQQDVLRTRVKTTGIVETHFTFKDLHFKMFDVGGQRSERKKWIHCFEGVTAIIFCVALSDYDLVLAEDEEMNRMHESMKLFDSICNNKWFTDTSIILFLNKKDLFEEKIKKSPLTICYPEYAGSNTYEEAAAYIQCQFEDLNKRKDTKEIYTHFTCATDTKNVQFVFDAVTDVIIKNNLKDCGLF
GAA glycogen – GAA glycogen-cleavage inhibition or activation; hit rate 0.38% among 300,000; Potency, µM (highest dose often 76.4 µM), for inactives: at the highest dose activity change, negative = inhibition, usual class: inhibitors; recombinant GAA, glycogen substrate, Amplex Red glucose oxidase fluorescence;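 further: 0% = full enzyme reaction and -100% = no-enzyme basal signal; the screen sought inhibitors and activators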
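Recombinant enzyme (4 nM final) with compounds titrated up to 77 uM and bovine liver glycogen (30 ug) in citrate pH 5.0, 0.01% Tween-20, 37 C 40 min. Released glucose detected by Amplex Red/glucose oxidase (Ex 573/Em 610); AC50 from Hill fits.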
ALDH1A1 block – ALDH1A1 (human) enzyme inhibition; Purified ALDH1A1, NADH fluorescence, propionaldehyde substrate; Potency, µM (top dose mostly 75.3 µM), inactives show at the highest dose activity, negative = inhibition, most hits filed as inhibitors; P00352; hit rate 7.3% among 220,000; active means well fitted inhibition curve with a large enough effect, not every such curve was filed as active; inconclusive means small, poorly fitted or top-dose-only effect, or another doubt; inactive means no such curve, though single readings can be large or run the other way;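 further: plate controls were no enzyme wells and a reference inhibitor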
GLA spleen mod – inhibitors or activators of human alpha-galactosidase in spleen homogenate | Potency, µM (doses to about 80 µM), without a hit: at the top dose activity change, negative = inhibition, actives largely listed as inhibitors | human spleen homogenate, 4MU-alpha-Gal fluorescence, 40 min | hit rate 0.008% among 240,000 | AID 2107;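 further: 0% = enzyme with vehicle and -100% = no enzyme basal signal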
Target sequence (P06280 32-429 limits assumed): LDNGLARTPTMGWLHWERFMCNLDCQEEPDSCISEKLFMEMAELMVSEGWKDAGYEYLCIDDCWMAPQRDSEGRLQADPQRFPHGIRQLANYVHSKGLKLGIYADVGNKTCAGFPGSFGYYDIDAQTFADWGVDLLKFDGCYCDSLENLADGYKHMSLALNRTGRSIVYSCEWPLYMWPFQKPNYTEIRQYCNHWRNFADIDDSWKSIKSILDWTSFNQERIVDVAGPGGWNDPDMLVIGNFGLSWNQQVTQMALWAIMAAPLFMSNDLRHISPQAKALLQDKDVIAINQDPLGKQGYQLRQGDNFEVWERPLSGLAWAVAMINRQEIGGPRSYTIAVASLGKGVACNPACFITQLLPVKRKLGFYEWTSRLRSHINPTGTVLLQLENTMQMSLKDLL
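Human spleen homogenate (1 ug) as enzyme source, 4-methylumbelliferyl-alpha-D-galactopyranoside 1 mM final, citrate/phosphate pH 5.0 with 0.01% Tween-20. Compounds 40 min at 37C, NaOH/glycine stop; fluorescence Ex 365/Em 440, Hill-fit AC50.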
GAA spleen mod – inhibitors or activators of human alpha-glucosidase in spleen homogenate. Potency, µM (titrated, usually from 79.9 µM), inactives show at the top dose activity change, negative = inhibition, most hits filed as inhibitors. hit rate 0.006% among 240,000. human spleen homogenate, 4-MU-alpha-glucoside fluorescence. P10253. AID 2112;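 further: 0% = enzyme with vehicle and -100% = no enzyme basal signal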
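Enzyme source: human spleen homogenate, 1 ug/well. Buffer 50 mM citric acid/K phosphate pH 5.0, 0.01% Tween-20. 4-MU-alpha-glucoside 1 mM; 37 C x 40 min; NaOH/glycine stop; fluorescence.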
JMJD2E inh – JMJD2E (human) inhibition | B2RXH2 | JMJD2E catalytic domain, FDH-coupled NADH fluorescence (FDH is formaldehyde dehydrogenase) | Potency, µM (doses to about 57.1 µM), for inactives: at the highest dose activity change, negative = inhibition, actives largely listed as inhibitors | hit rate 1.6% among 230,000; active means well fitted inhibition curve with a large enough effect, not every such curve was filed as active; inconclusive means small, poorly fitted or top-dose-only effect, or another doubt; inactive means no such curve, though single readings can be large or run the other way;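 further: 0% = wells with enzyme and -100% = buffer wells without enzyme; nearly all actives have a fitted effect of over 50% in size; many of its hits are not listed in these tables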
Target sequence (B2RXH2 1-337 limits assumed): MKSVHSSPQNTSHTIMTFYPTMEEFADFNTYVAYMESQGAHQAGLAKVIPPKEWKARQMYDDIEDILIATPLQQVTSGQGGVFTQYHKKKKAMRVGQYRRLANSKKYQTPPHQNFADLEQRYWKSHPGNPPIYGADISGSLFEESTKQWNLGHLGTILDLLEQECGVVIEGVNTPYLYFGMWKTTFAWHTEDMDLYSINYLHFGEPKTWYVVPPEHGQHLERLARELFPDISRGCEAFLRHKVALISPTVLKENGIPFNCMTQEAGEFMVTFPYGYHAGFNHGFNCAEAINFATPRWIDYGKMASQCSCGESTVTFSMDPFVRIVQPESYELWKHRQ
GAA inhib – alpha-glucosidase (human) inhibition; AID 1466; P10253; Potency, µM (titrated, usually from 76.9 µM), for inactives: top-dose activity change, negative = inhibition, usual class: inhibitors; purified human GAA, 4-MU-alpha-glucoside fluorescence; hit rate 0.005% among 200,000;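 further: plate controls were uninhibited enzyme wells for no effect and no-enzyme background for full effect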
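Read-out is 4-methylumbelliferone fluorescence (Ex 365/Em 440 nm) after NaOH/glycine stop at pH 10. Enzyme 4 nM, substrate 400 uM, pH 5.0 citrate buffer, 20 min room temperature; AC50 from Hill-equation concentration-response.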
* = called active by the depositor; u = inconclusive; x = not tested or not shown; [ ] = another dose, or the depositor's remark. Unless noted, the call rests on the fitted dose curve; in most records, active means well fitted curve in the direction sought with a large enough effect; inconclusive means small, poorly fitted or top-dose-only effect, or another doubt; inactive means no such curve, though single readings can be large; an effect the other way counts as inactive or inconclusive. Potency means the concentration at half of the fitted maximal effect. Not all compounds are listed; the hit share may differ from the screen's.

SMILES	SMN2 splice enh	RGS12 GoLoco inh	GAA glycogen	ALDH1A1 block	GLA spleen mod	GAA spleen mod	JMJD2E inh	GAA inhib
O=C(CN1CCCC1)Nc1ccccc1C(=O)c1ccccc1	x	3%	7%	14%	6%	-1%	-4%	-9%
CC1CC(C)CN(C(=O)COc2ccc(-c3nnco3)cc2)C1 (configuration not stated)	-17%	-3%	-4%	-3%	-2%	-7%	8%	-3%
Cc1[nH]n(-c2cccc3ccccc23)c(=O)c1/C=N/NC(=O)c1cccc([N+](=O)[O-])c1	-78%[inhibitor]	16%	7%	0%	0%	-2%	u	-9%
C/C(=N/NC(=O)c1ccccn1)c1ccc(O)cc1	x	-13%	u	x	5%	6%	-10%	x
CCc1nnc2sc(-c3cc(-c4ccccc4)nc4ccccc34)nn12	-6%	0%	6%	-11%	2%	3%	3%	-1%
CCn1c(NCc2ccccc2Cl)nc2ccccc21	u	2%	-3%	7%	5%	2%	-1%	2%
COc1ccc(S(=O)(=O)N2Cc3ccccc3CC2C(=O)O)cc1OC (configuration not stated)	-10%	-2%	8%	4%	-1%	3%	-5%	3%
CCC(=O)Oc1ccc(/C(CC)=C(\CC)c2ccc(OC(=O)CC)cc2)cc1	-31%[inhibitor]	6%	-11%	-4%	2%	5%	6%	-2%[15.4 µM]
Fc1ccc(/C=N/Nc2nn[nH]n2)cc1	10%	2%	u	11%	-1%	8%	16%	1%
COc1ccc(N(CC(=O)NCC2CCCO2)S(=O)(=O)c2ccc(C)cc2)cc1OC (configuration not stated)	-2%	7%	7%	4%	3%	-3%	5%	-11%
COc1ccc(NS(=O)(=O)c2cccc(NC(=O)C34CCC(CC3)C4)c2)cc1	-13%	11%	-6%	-12%	3%	-10%	0%	2%
c1ccc(-n2c(-c3ccco3)nnc2N2CCOCC2)cc1	-10%	-4%	12%	9%	1%	-1%	-3%	-4%
CC(=O)c1c(-c2ccc(C)cc2)nc2c3ccccc3ccn12	-1%	15%	1%	u	4%	4%	-4%	10%
CC(C)=CC(=O)N1CCC(N2CCC(C(=O)N3CCOCC3)CC2)CC1	x	19%	3%	7%	-1%	-3%	-4%	-1%
CCC(C(=O)NCc1ccc(OC)cc1)n1nc(C)n2c(cc3occc32)c1=O (configuration not stated)	u	14%	8%	-10%	2%	-2%	-7%	-4%
Cn1cnc2c(N3CCCCC3)nccc21	11%	-5%	6%	u	u	-12%	u	u
O=Cc1sc(N2CCOCC2)nc1-c1ccccc1	6%	-2%	3%	8.9µM*	0%	7%	-5%	0%
O=C(N/N=C/c1cn(-c2ccccc2)nc1-c1cccnc1)c1ccc(F)cc1	0%	10%	-3%	-5%	-12%	-1%	-3%	2%
CC(C1CC2CCC1C2)n1c(COc2ccccc2F)nnc1SCC(N)=O (configuration not stated)	-17%	10%	10%	u	-11%	-13%	0%	-5%
C=C/C(C)=C/CC1C(=C)CCC2C(C)(C(=O)O)CCCC12C (configuration not stated)	x	-6%	3%	x	2%	4%	9%	x
C/C(NC(=O)c1cccc(F)c1)=C1/C(=O)C[C@@H]2[C@H]1C2(C)C	6%	6%	-5%	-7%	-6%	0%	-7%	-4%
CC(=O)NC(c1ccc([N+](=O)[O-])cc1)c1c(O)ccc2ccccc12 (configuration not stated)	1%	3%	9%	6%	1%	2%	-15%	1%
CCOC(=O)c1c(N)sc(C(=O)Nc2ccc3c(c2)OCO3)c1C	-43%[inhibitor]	28%	-7%	u	0%	-1%	6%	-2%
CC1Cc2ccccc2N1C(=O)CO/N=C/c1ccccc1OC(F)F (configuration not stated)	-11%	12%	-2%	u	7%	7%	-1%	-3%
O=C(Nc1ccn(Cc2ccccc2)n1)c1ccc2c(c1)OCO2	u	3%	-4%	u	-2%	3%	-1%	-4%

Structures above shown as hits in ALDH1A1 block.
Molecule	RGS12 GoLoco inh	GAA glycogen	ALDH1A1 block	GLA spleen mod	GAA spleen mod	JMJD2E inh	GAA inhib
O=Cc1sc(N2CCOCC2)nc1-c1ccccc1	-2%	3%	8.9µM*	0%	7%	-5%	0%

(continued)
SMILES	SMN2 splice enh	RGS12 GoLoco inh	GAA glycogen	ALDH1A1 block	GLA spleen mod	GAA spleen mod	JMJD2E inh	GAA inhib
COc1cccc(NC(=O)[C@@H]2CCCN2C(=O)C2CCN(S(=O)(=O)c3ccc(C)cc3)CC2)c1	-1%	-3%	6%	-8%	8%	4%	-1%	-14%
N#CCCCCN1c2cccc3cccc(c23)S1(=O)=O	16%	-2%	-2%	-15%	0%	3%	u	3%
O=C(O)Cc1ccc(C(=O)c2ccc(F)cc2)s1	-21%	-3%	-11%	3%	-2%	-4%	-3%	0%
COc1ccc(C(=O)NN/C(=N/S(=O)(=O)c2ccc(C)cc2)c2ccccc2)cc1	x	13%	-4%	x	6%	8%	u	x
COc1ccc(-c2cc(-c3ccc(OC)cc3)c(C#N)c(SC)n2)cc1	14%	4%	-5%	u	-1%	2%	u	9%
O=C1NCCN(Cc2ccc(Cl)c(F)c2)C1CC(=O)N1CCCO1 (configuration not stated)	x	10%	-1%	-92%	17%	9%	u	9%
CC(C)C(=O)Nc1ccc2c(c1)oc1ccccc12	u	-15%	18%	-12%	2%	0%	-8%	u
C=CCn1c(SCC#N)nc2ccccc2c1=O	-6%	1%	5%	u	9%	4%	-10%	-2%
CCN(CC)C(=O)c1ccc(NS(=O)(=O)c2ccc(/C=C/C(=O)O)cc2)cc1	8%	5%	0%	-10%	-2%	-6%	3%	u
CC(=O)c1sc(-c2ccccc2)cc1NS(=O)(=O)c1ccc(C)cc1	x	3%	-3%	x	1%	4%	u	x
COc1ccc(S(=O)(=O)N2CCOCC2)cc1NC(=O)c1ccc2c(c1)OCCO2	-3%	2%	-12%	-16%	8%	-2%	6%	-6%
COc1ccc(CN(C)CC(=O)Nc2ccc(N3CCOCC3)cc2)cc1OC	2%	14%	11%	14%	-1%	1%	-3%	6%
CC(CN1CCN(C)CC1)OC(=O)c1ccc(F)cc1 (configuration not stated)	-3%	-5%	4%	-3%	-19%	0%	-4%	-2%
Cc1oc2cc3oc(=O)c4c(c3cc2c1C)CCC4	-13%	-1%	-3%	-8%	-3%	-1%	-4%	0%
COc1ccc(C=O)cc1COc1c(F)c(F)cc(F)c1F	5%	2%	-4%	u	13%	7%	0%	2%
CCCC(=O)Nc1nc2ccc(C(=O)OCC)cc2s1	18µM*	-1%	-3%	-8%	-3%	0%	u	0%
O=C(c1ccc(Cn2cc(Cl)cn2)o1)N1CCN(Cc2ccc3c(c2)OCO3)CC1	x	x	-5%	u	8%	-4%	-3%	-13%
N/C(=N\OC(=O)COc1ccc2ccccc2c1Br)c1ccncc1	1%	-8%	6%	-2%	3%	4%	-9%	-2%
CC1(C)NC(=O)N(CN2C(=O)NC(C)(C)C2=O)C1=O	23%	9%	3%	8%	7%	-3%	-3%	-4%
COc1ccc(CC(=O)Nc2ccc(C(=O)NC(C)(C)C)cc2)cc1	0%	4%	10%	6%	-16%	2%	-15%	-6%
COc1ccc(OCC(O)CNCc2ccco2)cc1 (configuration not stated)	13%	5%	-9%	2%	4%	0%	7%	-3%
CN1C[C@@H]2C[C@@H](c3ccc(C#CC(C)(C)O)s3)N3CCC[C@@]23C1=O	x	9%	5%	5%	5%	2%	-24%	u
Nc1nnc(CC(=O)Nc2ccccc2)s1	x	10%	2%	-9%	8%	-7%	4%	-17%
O=C(c1cccc(F)c1)N1CCN(C2CCCCC2)CC1	-7%	-5%	9%	-13%	2%	-1%	-29%	0%
O=c1c(-c2ccc(O)cc2)coc2cc(OC3OC(CO)C(O)C(O)C3O)cc(O)c12 (configuration not stated)	u	13%	0%	9%	6%	-7%	2%	8%[15.4 µM]

One compound at a time (already shown):
COc1ccc(S(=O)(=O)N2CCOCC2)cc1NC(=O)c1ccc2c(c1)OCCO2 across the screens: SMN2 splice enh: -3%; RGS12 GoLoco inh: 2%; GAA glycogen: -12%; ALDH1A1 block: -16%; GLA spleen mod: 8%; GAA spleen mod: -2%; JMJD2E inh: 6%; GAA inhib: -6%
CC(=O)c1sc(-c2ccccc2)cc1NS(=O)(=O)c1ccc(C)cc1 across the screens: SMN2 splice enh: x; RGS12 GoLoco inh: 3%; GAA glycogen: -3%; ALDH1A1 block: x; GLA spleen mod: 1%; GAA spleen mod: 4%; JMJD2E inh: u; GAA inhib: x

Continued:
SMILES	SMN2 splice enh	RGS12 GoLoco inh	GAA glycogen	ALDH1A1 block	GLA spleen mod	GAA spleen mod	JMJD2E inh	GAA inhib
COC(=O)NCc1cc2cc(Cl)ccc2[nH]1	-36%[inhibitor]	2%	-26%	2%	15%	6%	6%	-2%
Cc1cccc(-n2nc3c(c2NC(=O)c2ccc(S(=O)(=O)N4CCOCC4)cc2)CSC3)c1C	0%	5%	-1%	u	4%	-4%	-21%	-5%
O=C(N/N=C/c1ccccc1Cl)c1n[nH]c2c1CCCC2	0.35µM*	-5%	-4%	4%	-1%	1%	2%	3%
Cc1ccc(C2(c3noc(CN4CCC(c5ccncc5)CC4)n3)CCCC2)cc1	x	6%	-7%	u	-1%	-9%	-1%	-29%
Cc1ccc(S(=O)(=O)n2nc(OC(=O)c3cccs3)cc2N)cc1	23%	7%	4%	2µM*	2%	-4%	5%	-4%
CCOC(=O)N1CCN(C(=O)CCCOc2ccccc2)CC1	13µM*	0%	3%	-15%	17%	u	3%	0%
COc1ccc(C(=O)c2c[nH]c(C(=O)NCCCN3CCOCC3)c2)cc1	2%	6%	22%	-7%	1%	-1%	-9%	-6%
C=Cc1ccccc1Cl	-1%	-18%	x	u	1%	-5%	x	x
OCc1nc2ccccc2n1CC(O)Cn1ccc2ccccc21 (configuration not stated)	-61%[inhibitor]	-1%	10%	22µM*	2%	0%	-13%	-5%
CC(C)NC(=O)c1ccccc1NC(=O)/C=C/c1ccc([N+](=O)[O-])cc1	-9%	5%	2%	12%	-2%	-2%	3%	-2%
CCCNS(=O)(=O)c1cc(Cl)ccc1OC	x	-17%	-5%	11%	-5%	-3%	-1%	4%
C/C=N\NC(=O)COc1cc(C)ccc1C	-4%	11%	7%	0%	-5%	-9%	6%	-3%
COc1ccc(C(=O)Nc2ccc3c(c2)nc(CCNC(C)=O)n3C)cc1	u	2%	-2%	-14%	3%	0%	3%	2%

Source: PubChem BioAssay
